DRD3 agonist = activates the human D3 dopamine receptor. P35462. D3R DiscoveRx beta-arrestin cells, luminescence, 90 min. max activation, %. 0.58% of 410,000 active. AID 652048; in the data active = max activation above about 30%; also: 0% is about no effect; mostly tested at two doses, the higher about 12 µM
Target sequence (P35462 whole entry, looked up): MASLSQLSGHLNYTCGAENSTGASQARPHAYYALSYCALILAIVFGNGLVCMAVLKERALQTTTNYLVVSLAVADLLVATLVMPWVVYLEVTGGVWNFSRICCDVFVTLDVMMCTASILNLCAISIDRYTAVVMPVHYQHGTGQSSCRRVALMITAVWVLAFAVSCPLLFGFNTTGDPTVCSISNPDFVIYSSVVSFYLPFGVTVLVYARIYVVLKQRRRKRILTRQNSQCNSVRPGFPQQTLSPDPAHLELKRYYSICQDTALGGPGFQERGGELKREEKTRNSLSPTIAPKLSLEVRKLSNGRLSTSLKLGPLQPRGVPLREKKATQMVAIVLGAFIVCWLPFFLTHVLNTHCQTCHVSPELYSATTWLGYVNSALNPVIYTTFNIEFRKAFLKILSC
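Agonist-mode cell screen: cells plated at 1500/well and incubated overnight at 37 °C, then exposed to library compounds for 90 min at 37 °C. Detection reagent was added for 30–60 min at room temperature, and luminescence was read.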
GLP-1R inv ag = acts as inverse agonist at human GLP-1 receptor; P43220; HEK293 GLP-1R CRE-luciferase, luminescence, 24 h; GLP-1R form is constitutively active; Potency, µM (highest dose often 38.3 µM), for inactives: at the top dose activity change, negative = inhibition, hits mostly inhibitors; 1.6% of 410,000 active; also: potency is read from the fitted curve at half-maximal effect; % is scaled to controls: 0 for no effect and ±100 for the full control effect; nearly all actives have a fitted effect of over 55% in size
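Assay principle: reduced luminescence from a cAMP-responsive reporter in HEK293 cells co-expressing a constitutively active GLP-1R. Conditions: 24 hr compound incubation, 37 deg C, 5% CO2.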
D3 antag = D3 dopamine receptor (human) antagonism. P35462. D3R cells, DiscoveRx beta-arrestin luminescence, antagonist mode; hits give low values. max response, negative = inhibition, %. 2.5% of 360,000 active. AID 652054; in the data active = max response below about -50%; inconclusive = no clear call, values can overlap the other calls; also: % is scaled to controls: 0 for no effect and ±100 for the full control effect; mostly tested at two doses, the higher about 12 µM
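Cells expressing the human receptor were seeded at 1500 cells/well, incubated overnight at 37 degrees C in 5% CO2, then exposed to library compounds with dopamine controls for 90 minutes at 37 degrees C before luminescent detection.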
PI5P4Ka inh = PI5P4K alpha (human) kinase inhibition | P48426 | PI5P4Kalpha enzyme, ADP-Glo luminescence, 60 min; hits give low values | max response, % | 1.2% of 330,000 active | AID 652105; active = max response of -50% or lower; inconclusive = between -30% and -50%; inactive = -30% or higher; also: value at the top dose of about 77 µM; % is scaled to controls: 0 for no effect and ±100 for the full control effect
Target sequence (P48426 whole entry, looked up): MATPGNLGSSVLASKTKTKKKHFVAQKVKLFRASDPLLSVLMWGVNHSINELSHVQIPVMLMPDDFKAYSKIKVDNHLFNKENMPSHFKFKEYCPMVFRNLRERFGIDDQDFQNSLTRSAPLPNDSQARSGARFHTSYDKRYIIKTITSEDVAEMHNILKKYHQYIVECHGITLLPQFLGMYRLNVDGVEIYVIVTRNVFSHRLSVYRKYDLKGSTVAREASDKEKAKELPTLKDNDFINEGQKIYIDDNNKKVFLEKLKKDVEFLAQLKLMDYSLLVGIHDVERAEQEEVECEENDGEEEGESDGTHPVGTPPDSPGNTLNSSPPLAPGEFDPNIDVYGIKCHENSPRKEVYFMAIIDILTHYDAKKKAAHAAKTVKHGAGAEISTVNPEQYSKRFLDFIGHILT
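Human PI5P4Kalpha with substrate in 0.038 M HEPES pH 7.4, 0.28 mM EGTA, 0.1% CHAPS, 5% DMSO; reaction started with 5 microM ATP (final), 60 min at room temperature. ADP formed read by ADP-Glo luminescence.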
GLP1R ag = activates the human GLP-1 receptor | P43220 | 0.007% of 380,000 active | Potency, µM (series often up to 45.6 µM), for the others: top-dose activation, usual class: activators | HEK293 GLP-1R CRE-luciferase, luminescence, 4-6 h; cells express a hypersensitive GLP-1R form; also: potency is read from the fitted curve at half-maximal effect; % of control where 0% means no effect
WRN inhibitor = inhibitors of human WRN helicase | Q14191 | WRN helicase unwinding, fluorescent forked duplex, kinetic | Potency, µM (top dose mostly 114 µM), for the others: at the top dose activity change, negative = inhibition, hits mostly inhibitors | 0.46% of 360,000 active | AID 651768; also: potency is read from the fitted curve at half-maximal effect; % is scaled to controls: 0 for no effect and ±100 for the full control effect; nearly all actives have a fitted effect of over 55% in size
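Enzyme (20 nM final) and test compound sit together 15 min at room temperature before substrate addition. Substrate is a single-forked duplex oligonucleotide (100 nM) labelled with fluorophore and quencher, with 2 mM ATP; helicase unwinding raises red fluorescence, read kinetically.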
PLK1 PBD block = PLK1 (human) polo-box domain binding inhibition; P53350; Plk1 PBD binding of FITC phosphopeptide, fluorescence polarization; Potency, µM, inactives show max response, negative = inhibition, hits mostly inhibitors; 2.8% of 360,000 active; AID 720504; also: potency is read from the fitted curve at half-maximal effect; series mostly up to about 57 µM; % is scaled to controls: 0 for no effect and ±100 for the full control effect; nearly all actives have a fitted effect of over 65% in size
IL2 activator = activators of IL-2; IL-2 activation reporter assay, cell-based qHTS; stimulated with anti-CD3/CD4/CD28 beads; in transgenic mouse T cells; activation, % (series mostly up to about 46 µM); 0.065% of 360,000 active; AID 652025; in the data active = activation above about 50%; inconclusive = mostly about 30% to 49%; also: 0% is about no effect
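Readout: EGFP and DsRed signals by fluorescent plate cytometry. Unstimulated transgenic mouse T cells received compound 60 min before antibody-bead stimulation, then incubated 18 h at 37 degrees C.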
HEK293 tox = cytotoxicity counter-screen for GLP-1 receptor inverse agonists. HEK293 cAMP-luciferase reporter cells, luminescence, 24 h. Potency, µM (top dose mostly 38.3 µM), inactives show top-dose activity change, negative = inhibition, usual class: inhibitors. 0.13% of 410,000 active. AID 624418;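 also: loss of luciferase light is scored as toxicity; potency is read from the fitted curve at half-maximal effect; % is scaled to controls: 0 for no effect and ±100 for the full control effect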
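Step one: seed cells (200 cells/uL, DMEM with 10% Nu serum, 1% pen-strep). Step two: 12-hour incubation at 37 deg C. Step three: pin 23 nL compound, incubate 24 hr. Step four: add luciferase reagent, read luminescence 12 min later.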
* hit, by the source's call; ? = inconclusive; / = not tested or not shown; & = joins results of further samples; [ ] = another dose, or the depositor's remark. Unless noted, calls follow the shape of the dose curve; as a rule, active = well fitted curve in the direction sought with a large enough effect; inconclusive = small, poorly fitted or top-dose-only effect, or another doubt; inactive = no such curve, though single readings can be large; an effect the other way counts as inactive or inconclusive.

SMILES	DRD3 agonist	GLP-1R inv ag	D3 antag	PI5P4Ka inh	GLP1R ag	WRN inhibitor	PLK1 PBD block	IL2 activator	HEK293 tox
O=C(O)c1cc(-c2ccc(/C=N/N3C(=O)C4C5C=CC(CC5)C4C3=O)o2)ccc1Cl (stereo not drawn)	4	7%	16	1	0%	-3%	-5%	-0.3	4%
CC(CP(=O)(O)O)NC(=O)Cc1ccccc1 (stereo not drawn)	-6	0%	12	/	-10%	10%	-7%	-0.4	6%
COc1cc(/C=C(\C#N)c2nc3ccc(C)cc3[nH]2)cc([N+](=O)[O-])c1O	-8	23%	?	-88*	17%	?	?	0.2	?
CC(O)CNc1nc2ccccc2n1CC(=O)NCC(F)(F)F (stereo not drawn)	-8	-1%	-20	9	-1%	-10%	-11%	1.6	9%
Cc1nc(SCc2cccnc2)[nH]c(=O)c1C	6	18%	-3	-6	-6%	-4%	-11%	2.3	1%
COc1cc(OC)cc(C(=O)Nc2ccc(-c3nc4ccccc4o3)c(O)c2)c1	26	0%	44	/	-3%	-9%[57.1 µM]	2%	-1.8	?
C=CCOC(=O)N1CCC2CC1c1cc(-c3cccc(C)c3)ccc12 (stereo not drawn)	-39	?	-15	18	-9%	-9%	-8%	-0.3	19%
C/C(=N\NC(=S)NCc1ccccc1)c1ccc(Br)cc1	-5	?	-14	15	26%	-17%	0%	0.1	?
COc1ccc(-n2c(SCC(=O)N3CCCC(C)C3)nnc2-c2cccnc2)cc1 (stereo not drawn)	-3	-9%	-7	-4	2%	-7%	0%	2.1	-12%
CCOc1ccc(-c2nnn(CC(=O)N3CCN(c4ccc(F)cc4)CC3)n2)cc1OCC	1	2%	-13	/	-5%	6%	-4%	-0.2	-15%
Cc1noc(C)c1CSc1ncnc2sc3c(c12)CCCCC3	4	7%	-7	13	-5%	2%	?	0.7	3%
Clc1ccc(-c2noc3c2-c2nc(Cc4cccc5ccccc45)sc2CC3)cc1	11	7%	45	15	-2%	-3%	?	0.1	-2%
O=C(OCC(=O)C12CC3CC(CC(C3)C1)C2)c1cccnc1Cl	-2	?	-10	6	5%	-36%[57.1 µM]	1%	0.6	15%[1.53 µM]
COC(=O)C1=C(C)N(Cc2ccccc2)C(=O)N[C@H]1c1cccc(C(F)(F)F)c1	-10	?	1	2	8%	-8%	-11%	-0.5	-34%
COc1ccccc1N1CCN(C(=O)c2ccc3c(Cl)c4c(nc3c2)CCCC4)CC1	3	?	8	0	-1%	-4%	-8%	-1.5	-6%
O=C(NC1CCCCC1)C1COc2ccccc2O1 (stereo not drawn)	6	-9%	0	4	8%	-16%	-10%	-0.8	11%
O=C(c1ccc2c(=O)n(Cc3ccccc3)c(=S)[nH]c2c1)N1CCOCC1	1	-14%	6	-1	4%	3%	1%	-0.1	-12%
NS(=O)(=O)c1ccc(CNC(=O)c2ccc3ccccc3n2)cc1	-7	4%	-11	-9	10%	2%	-8%	0.4	-1%
CCOC(=O)CSc1nc2sc(C)c(C)c2c(=O)n1C	4	0%	7	0	7%	12%	-1%	-4.3	2%
Cc1cccc(C)c1OCC(O)Cn1ccnc1C (stereo not drawn)	-6	-24%	-2	0	6%	3%	3%	-4.0	1%
CC(=O)Nc1ccc(C(=O)CN2C(=O)NC3(CCOc4ccccc43)C2=O)c(F)c1 (stereo not drawn)	2	-18%	2	-12	2%	2%	-2%	0.2	-17%
Oc1c(/C=N/c2ncn[nH]2)ccc2ccccc12	-3	?	35	-11	-8%	-3%	-18%	-1.7	6%
CCOC(=O)C1=C(C)N=c2s/c(=C/c3cccc([N+](=O)[O-])c3O)c(=O)n2C1c1ccc(OC)cc1OC (stereo not drawn)	-21	-16%	-55*	-55*	19%	-32%[11.6 µM]	30µM*	2.0	-25%
O=C(O)c1ccc(NS(=O)(=O)c2ccc(Cl)c(C(=O)Nc3ccccc3)c2)cc1	3&6	6%&6%	23	1	10%	5%	-2%	-0.5	3%&-3%
COc1ccccc1Cn1c(=S)[nH]c2cc(C(=O)N3CCN(C)CC3)ccc2c1=O	1	8%	9	-1	0%	-6%	-4%	0.1	-8%
CC(C)c1ccccc1NC1=CC(=O)CC(C)(C)C1	3	5%	19	3	-4%	-11%	-4%	0.8	-11%
O=c1[nH]c(-c2ccccc2)nnc1-c1ccccc1	-2	-27%	-22	3	9%	5%	-1%	3.4	-13%
COc1cc(C(=O)NNC(=O)Cc2ccc(S(=O)(=O)N3CCOCC3)s2)cc(OC)c1OC	0	16%	1	-3	0%	?	-3%	-1.0	-4%
C[C@H](O)[C@@H]1C(=O)N2CCc3ccc(N4CCN(C)CC4)cc3[C@@H]2C[C@@H]1N(C)C(=O)NC1CCCCC1	13	-3%	-2	0	0%	5%	5%	-0.5	-9%
COc1ccc(NC(=O)C2Cc3c(-c4ccccc4)ccnc3O2)cc1OC (stereo not drawn)	-21	?	-7	-21	-7%	-8%	-9%	-0.4	?
COc1cccc(CC2(CO)CCCN(C(=O)c3cc[n+]([O-])cc3)C2)c1 (stereo not drawn)	5	5%	2	0	4%	10%	-6%	-1.4	4%
COc1ccc(Br)cc1CN(C)C(=O)c1cnc(C)cn1	0	26%	19	0	7%	-1%[57.1 µM]	0%	-0.7	5%
COc1ccccc1N1CCN(C(=O)c2ccc3c(=O)n(Cc4ccco4)c(=S)[nH]c3c2)CC1	-1	2%	39	/	-18%	0%	-10%	-0.5	-3%
O=C(CN1C(=O)NC2(CCCC2)C1=O)Nc1cc(C(F)(F)F)ccc1N1CCCCC1	-1	?	3	6	3%	-5%	-3%	-4.1	-3%
Cc1cc(NS(=O)(=O)c2ccc(NC(=O)CNS(=O)(=O)c3ccccc3)cc2)nc(C)n1	-5	-5%	-24	6	1%	?	-7%	1.0	10%
O=c1c2nnn(Cc3ccccc3)c2ncn1-c1ccccc1	2	17%	7	-4	4%	-6%	-14%	1.8	68%[activator]
O=C(NNC(=O)c1ccc(NC(=O)C2CC2)cc1)c1ccc(F)cc1	5	13%	18	1	-2%	-4%	0%	-0.6	-1%
CCOC(=O)C1=C(C)N(c2ccc(C)cc2)C(=O)/C1=C\c1cccs1	-5	-10%	10	3	2%	2%	2%	-1.1	-19%
COc1cc(-c2nc3ccccn3c2/N=C/c2cc(OC)c(O)cc2Cl)ccc1O	7	3%	-4	?	0%	-21%	-2%	-3.6	-9%
Cc1cc(C)n2nc(C(=O)N/N=C/c3ccc(Cl)cc3)nc2n1	-3	10%	7	1	12%	-3%	-19%	-0.7	-9%
Cc1cnc(C=NNC(N)=S)c2cccc(N)c12	7	-13%	16	-53*	-7%	?	24µM*	-6.0	?
COc1cc(CN2CCN(Cc3ccc(C(F)(F)F)cc3)CC2)cc(OC)c1OC	-9	?	1	0	3%	3%	-6%	-0.1	-3%
O=C(NC1(C(F)(F)F)NC(=O)N(CCc2ccccc2)C1=O)c1ccc(Cl)cc1 (stereo not drawn)	-13	?	/	/	-4%	/	/	/	-5%
CC(C)(C)c1ccc(-n2ncc3c2CCCC3NC(=O)c2ccncc2)cc1 (stereo not drawn)	2	-23%	18	3	0%	-24%	-2%	0.2	-7%
CCn1cc(C(=O)N2CCc3ccccc32)c(=O)c2cc(S(=O)(=O)N3CCCCCC3)ccc21	10	-4%	32	/	4%	-14%	0%&-4%	0.3	-33%
O=C(CCC1CCN(Cc2ccc(Cl)cc2)CC1)NC1CC1	-8	-10%	-21	2	0%	1%	6%	-0.3	2%
O=C(Nc1c(F)cc(F)cc1Br)c1cc(-c2ccco2)on1	-11	60%[activator]	8	/	-19%	0%	-5%	1.0	-10%
Cc1nc(-c2cc(C#N)c(Sc3cccc(C(F)(F)F)c3)nc2C)cs1	3	-20%	14	1	-7%	2%	-13%	-0.3	1%
CN(Cc1ccccc1)C(=O)CSc1nc2ccccc2c(=O)n1Cc1ccco1	3	?	23	/	14%	-6%[57.1 µM]	-6%	-1.5	-28%
CCC(=O)N(C)C[C@@H]1Oc2ncc(Br)cc2C(=O)N([C@H](C)CO)C[C@H]1C	-12	2%	-19	-5	16%	-3%	-22%	-1.6	-11%

Compounds shown so far with a Cl atom (9):
SMILES	DRD3 agonist	GLP-1R inv ag	D3 antag	PI5P4Ka inh	GLP1R ag	WRN inhibitor	PLK1 PBD block	IL2 activator	HEK293 tox
O=C(O)c1cc(-c2ccc(/C=N/N3C(=O)C4C5C=CC(CC5)C4C3=O)o2)ccc1Cl (stereo not drawn)	4	7%	16	1	0%	-3%	-5%	-0.3	4%
Clc1ccc(-c2noc3c2-c2nc(Cc4cccc5ccccc45)sc2CC3)cc1	11	7%	45	15	-2%	-3%	?	0.1	-2%
O=C(OCC(=O)C12CC3CC(CC(C3)C1)C2)c1cccnc1Cl	-2	?	-10	6	5%	-36%[57.1 µM]	1%	0.6	15%[1.53 µM]
COc1ccccc1N1CCN(C(=O)c2ccc3c(Cl)c4c(nc3c2)CCCC4)CC1	3	?	8	0	-1%	-4%	-8%	-1.5	-6%
O=C(O)c1ccc(NS(=O)(=O)c2ccc(Cl)c(C(=O)Nc3ccccc3)c2)cc1	3&6	6%&6%	23	1	10%	5%	-2%	-0.5	3%&-3%
COc1cc(-c2nc3ccccn3c2/N=C/c2cc(OC)c(O)cc2Cl)ccc1O	7	3%	-4	?	0%	-21%	-2%	-3.6	-9%
Cc1cc(C)n2nc(C(=O)N/N=C/c3ccc(Cl)cc3)nc2n1	-3	10%	7	1	12%	-3%	-19%	-0.7	-9%
O=C(NC1(C(F)(F)F)NC(=O)N(CCc2ccccc2)C1=O)c1ccc(Cl)cc1 (stereo not drawn)	-13	?	/	/	-4%	/	/	/	-5%
O=C(CCC1CCN(Cc2ccc(Cl)cc2)CC1)NC1CC1	-8	-10%	-21	2	0%	1%	6%	-0.3	2%

Source: PubChem BioAssay (National Center for Advancing Translational Sciences (NCATS))
